# Screens: PubChem, National Center for Advancing Translational Sciences (NCATS)
# IkB signaling – suppresses IkB signaling in ABC-DLBCL reporter cells. Potency, µM (top dose mostly 57.1 µM), inactives show top-dose IkBa stabilization activation. ABC-DLBCL IkBa-CBG/CBR dual luciferase ratio, 4 h; response scale: scaled: untreated 0%, proteasome inhibitor 100%. 110,000 tested, 0.04% active. AID 445; active = well fitted curve in the direction sought with a large enough effect in the signal ratio, not every such curve was filed as active; inconclusive = small, poorly fitted or top-dose-only effect, or a change in a side signal; the % refers to the signal ratio;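 note: the direction sought is a rising ratio; 0% = basal untreated cells and 100% = reference inhibitor full response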
#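 Luminescence ratio of IκBα-fused green versus native red beetle luciferase in OCI-Ly3 cells, 4 h post-doxycycline with compound; red signal alone, scaled from basal (0%) to zero light (-100%), flagged nonspecific or cytotoxic effects.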
# Imprint erasure – inducers of genomic imprint erasure in mouse ES cells. mouse ES Peg3-LacZ reporter, beta-gal luminescence, 40 h. 110,000 tested, 0.02% active. Potency, µM (series often up to 60.7 µM), inactives show at the highest dose activity change, positive = activation, most hits filed as activators;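 note: 0% = negative control wells on the plate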
#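 Readout: BetaGlo luminescence (5 min, room temp) for LacZ from the normally silent maternal Peg3 allele in female Peg3LacZ-Neo ES cells. Cells 300/well, 40 h, 37C, 5% CO2. Data normalized per plate to negative controls.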
# p53ts 39C kill – p53ts cell cytotoxicity, nonpermissive temperature; H1299-p53A138V viability at 39C, ATP luminescence, 24 h; Potency, µM (highest dose often 46.1 µM), for the others: at the highest dose activity change, negative = cell killing, hits mostly cytotoxic; 130,000 tested, 1.5% active; AID 902; note: nearly all actives have a fitted effect of over 55% in size
# p53ts 32C kill – p53ts cell cytotoxicity, permissive temperature; 130,000 tested, 0.93% active; H1299-p53A138V at 32C, ATP luminescence viability, 24 h; Potency, µM (highest dose often 46.1 µM), inactives show at the top dose activity change, negative = cytotoxicity, usual class: cytotoxic;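 note: 0% = DMSO and -100% = full killing by reference compound; nearly all actives have a fitted effect of over 55% in size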
#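 ATP-content luminescence (ATPlite) read-out after 24 h compound exposure at 32C in H1299-p53A138V cells (600/well). Tested up to 46 uM. Normalized to DMSO (0%) and 100 uM tamoxifen (100% killing); Hill-fit AC50.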
# An asterisk follows results filed as active; u = inconclusive; x = not tested or not shown; & = joins results of further samples; [ ] = another dose, or the depositor's remark. Unless noted, calls come from the whole dose curve; as a rule, active = well fitted curve in the direction sought with a large enough effect; inconclusive = small, poorly fitted or top-dose-only effect, or another doubt; inactive = no such curve, though single readings can be large; an effect the other way counts as inactive or inconclusive. Unless noted, % is set by controls: 0 for no effect and ±100 for the full control effect; potency is the fitted concentration of half-maximal effect.
# Values run as follows: IkB signaling, Imprint erasure, p53ts 39C kill, p53ts 32C kill
- Cc1ccc(S(=O)(=O)N2CCC(C(=O)N[C@@H](C)C(=O)Nc3ccc4c(c3)OCO4)CC2)cc1
    4.3%, -1%, 8%, 9%
- CC(=O)Nc1nc(CC(=O)c2ccccc2)cs1
    11%, -12%, -1%, -5%
- CN(C)c1ccc(C(=O)c2ccccc2C(=O)O)c(O)c1
    1.0%, -2%, 1%, -3%
- O=C(NCc1ccccc1F)c1cccc(NC(=O)N2CCSc3ncccc32)c1
    u, 13%[10.9 µM], 26%, -2%
- COc1ccccc1NC(=O)CN1CCN(c2ccccn2)CC1
    x, x, 25%, 19%
- Cn1nc(-c2ccc(Cl)cc2)c2cc(C(=O)N3CCN(c4ccccc4)CC3)sc21
    6.7%, -16%, 2%, 3%
- COc1ccccc1C(c1nnnn1CC1CCCO1)N1CCC(C(N)=O)CC1 (configuration not stated)
    x, x, -2%, -7%
- COc1ccc(-c2csc3nc(-c4ccccc4)oc(=O)c23)cc1OC
    12%, -24%[10.9 µM], u, u
- COC(=O)c1c(SCC(=O)Nc2cc(OC)cc(OC)c2)[nH]c2ccc(C)cc2c1=O
    u, -5%[10.9 µM], 5µM*, -6%
- Cc1ccc(S(=O)(=O)N2CCN(C(=O)CSc3nnnn3C)C2)cc1
    -0.5%, -2%, -10%, -1%
- C=CCSc1nnc(-c2ccccc2NC(C)=O)c(=O)[nH]1
    -1.5%, -2%, -2%, -2%
- COc1ccc(NC(=O)c2ccco2)cc1NC(=O)COc1ccccc1Cl
    -4.4%, -10%[10.9 µM], -8%, -4%
- Cc1cccc(N2CCCn3c2nc2c3c(=O)n(CC(=O)OCc3ccccc3)c(=O)n2C)c1
    u, -7%, 9%, -2%
- Cc1ccc(NC(=O)C(=O)NCC(c2ccc3c(c2)OCO3)N2CCN(C)CC2)cc1C (configuration not stated)
    u, -12%[10.9 µM], -11%, 1%
- CCc1ccc(NC(=O)Nc2cccs2)cc1
    4.6%, -20%, u, u
- O=C(CSc1ncc2c(n1)-c1cc(Cl)ccc1N(Cc1ccccc1)S2(=O)=O)NCCc1ccccc1
    0.1%, 9%[10.9 µM], -12%, -1%
- CCOC(=O)N1CCN(C(=O)c2nc3ccccc3s2)CC1
    u, -1%, 0%, 4%
- C#CC[N+]1(CC#Cc2ccc(C#CC[N+]3(CC#C)CCOCC3)cc2)CCOCC1
    x, x, 16%, -6%
- COc1ccc(Cl)cc1NC(=O)Cn1nc(C(F)(F)F)c2c1CCCC2
    u, -14%[10.9 µM], -14%, -4%
- Cc1ccc(-c2nnc(N(C)C(=O)C3CCCO3)s2)cn1 (configuration not stated)
    0.4%, x, -18%, -19%
- COc1ccc(C)cc1NC(=O)CN(C)S(=O)(=O)c1cccs1
    -0.1%, -10%, -18%, -6%
- N#Cc1ccc(NC(=O)N2CCC(c3nc4c(nnn4Cc4cccc(Cl)c4)c(=O)[nH]3)CC2)cc1
    u, -27%, -8%, -2%
- CNCC[C@@H](Oc1ccccc1C)c1ccccc1
    0.7%, -26%, -24%, -1%
- COc1cc2ccc(=O)oc2c(O)c1OCC=C(C)C
    -0.7%, -6%, -1%, 12%
- O=C1C(Nc2ccccc2)=CC(c2ccc(Br)cc2)N1c1ccccc1 (configuration not stated)
    u, -11%[10.9 µM], -5%, 4%
- CCCC12CN3CC(C)(CN(C1)C3c1ccccc1Cl)C2=O (configuration not stated)
    4.8%, 5%[10.9 µM], 9%, 7%
- CCC(=O)OCC(=O)C1(OC(=O)CC)C(C)CC2C3C(Cl)CC4=CC(=O)C=C[C@@]4(C)C3C(O)C[C@@]21C (some centres not stated)
    x, -5%, 2%, 1%
- COCCN(C(=O)C(F)(F)F)C(C(=O)NC1CCCCC1)c1ccco1 (configuration not stated)
    1.1%, -9%, -23%, 6%
- Cc1ccc2c(c1)NC(=O)C(CC(=O)Nc1ccc(CN3CCC(C)CC3)cc1)O2 (configuration not stated)
    -0.2%, -2%, 7%, -6%
- COc1ccc(C(=O)NC2(C(F)(F)F)N=C3SCCN3C2=O)cc1 (configuration not stated)
    1.6%, -9%, 9%, -2%

# Some entries already given, limited to IkB signaling, p53ts 39C kill and Imprint erasure:
SMILES	IkB signaling	p53ts 39C kill	Imprint erasure
Cc1ccc(NC(=O)C(=O)NCC(c2ccc3c(c2)OCO3)N2CCN(C)CC2)cc1C (configuration not stated)	u	-11%	-12%[10.9 µM]
CCc1ccc(NC(=O)Nc2cccs2)cc1	4.6%	u	-20%

# Returning to the listing; the six compounds before the break are reprinted first.
# Values run as follows: IkB signaling, Imprint erasure, p53ts 39C kill, p53ts 32C kill
- O=C1C(Nc2ccccc2)=CC(c2ccc(Br)cc2)N1c1ccccc1 (configuration not stated)
    u, -11%[10.9 µM], -5%, 4%
- CCCC12CN3CC(C)(CN(C1)C3c1ccccc1Cl)C2=O (configuration not stated)
    4.8%, 5%[10.9 µM], 9%, 7%
- CCC(=O)OCC(=O)C1(OC(=O)CC)C(C)CC2C3C(Cl)CC4=CC(=O)C=C[C@@]4(C)C3C(O)C[C@@]21C (some centres not stated)
    x, -5%, 2%, 1%
- COCCN(C(=O)C(F)(F)F)C(C(=O)NC1CCCCC1)c1ccco1 (configuration not stated)
    1.1%, -9%, -23%, 6%
- Cc1ccc2c(c1)NC(=O)C(CC(=O)Nc1ccc(CN3CCC(C)CC3)cc1)O2 (configuration not stated)
    -0.2%, -2%, 7%, -6%
- COc1ccc(C(=O)NC2(C(F)(F)F)N=C3SCCN3C2=O)cc1 (configuration not stated)
    1.6%, -9%, 9%, -2%
- Cn1c(SCC(=O)N2CCCc3ccccc32)nnc1-c1ccccc1
    -1.1%, -8%, -18%, 7%
- COc1ccc(NC(=O)CSc2nnc(-c3ccc(OC)cc3)s2)cc1
    1.4%, -6%[10.9 µM], -25%, 2%
- CCc1ccc(OCC(=O)Nc2ccc(S(=O)(=O)Nc3onc(C)c3C)cc2)cc1
    u, -9%[10.9 µM], -1%, -2%
- Cc1noc(C)c1CSc1nnc2scc(-c3ccccc3)n12
    -1.3%, -8%, 1%, -3%
- CN(Cc1ccco1)c1ncncc1-c1cccc(C#N)c1
    1.9%[11.4 µM], -10%, 9%, 10%
- Cc1csc(NC(=O)CSc2nnc(CCNC(=O)c3cccs3)n2C)n1
    x, x, -2%, -21%
- COC(=O)c1ccccc1NC(=O)CN1CCC(NC(=O)c2ccc(C)cc2)CC1
    3.3%, -8%, -5%, 11%
- CCOc1ccc(-n2c(SCC(=O)NCc3ccco3)nc3c([nH]c4ccccc43)c2=O)cc1
    -0.5%&-0.5%, -2%, 3%&-5%, -6%&4%
- O=C(CNS(=O)(=O)c1ccc(F)cc1)N1CCN(c2ccccc2)CC1
    3.0%, -16%, 2%, -3%
- CC1CCN(S(=O)(=O)c2ccc3c(ccn3CCC(=O)NCc3ccc(N(C)C)cc3)c2)CC1
    u, 12%[10.9 µM], -6%, 5%
- Cc1ccc(OCC(=O)Nc2ccc(Cl)c(-c3nc4ccccc4[nH]3)c2)cc1C
    u, -10%[10.9 µM], 18%, 1%
- CCN1CCN(c2nnc(-n3cccc3C(=O)NCc3ccccc3OC)s2)CC1
    -3.6%, -1%[10.9 µM], -9%, -2%
- CCOC(=O)c1c(C)[nH]c(C(=O)COC(=O)c2ccc(N3CCCC3=O)cc2)c1C
    0.9%, -8%, -13%, 0%
- O=C(O)CCCn1cc(NC(=O)COc2ccccc2F)cn1
    u, -7%[10.9 µM], 4%, -2%
- CCc1ccc(NC(=O)Cn2cnc3sc(C)c(S(=O)(=O)N4CCN(c5ccccc5OC)CC4)c3c2=O)cc1
    -1.3%, -6%[10.9 µM], -5%, 14%
- COc1cc2[nH]c(=O)n(CCCCCC(=O)N3CCN(c4ccccn4)CC3)c(=O)c2cc1OC
    0.2%, 2%, -1%, 9%
- Cc1ccc(S(=O)(=O)c2nc(-c3ccccc3F)oc2N2CCCCC2)cc1
    u, u, 6%, 14%
- O=C1OC(Nc2ccc(F)cc2F)c2ccccc21 (configuration not stated)
    -0.6%, -8%, 0%, -2%
- Cc1ccc(-n2c(SCC(=O)c3ccccc3)nc3c([nH]c4ccccc43)c2=O)cc1
    -2.2%, -7%[10.9 µM], -10%, -3%
- Cc1ccc(-n2c(CNc3ccc(F)cc3)nnc2SCC(=O)N2CCOCC2)cc1
    x, x, 3%, -7%
- CCn1nnc(-c2ccccc2NS(=O)(=O)c2ccc(S(=O)(=O)N3CCCCCC3)cc2)n1
    0.5%, -13%, -6%, 5%
- CCOCCOC(=O)c1cccc(NC(=O)OCC)c1
    2.0%, -70%[inhibitor], 9%, 2%
- COC(=O)c1ccc(C(NC(=O)OCc2ccccc2)/C(=C/[C@@H](C)C(=O)NCc2cccnc2)c2cccnc2)cc1 (some centres not stated)
    x, -12%, 4%, 8%
- CCOC(=O)c1ccccc1NC1CC(=O)N(c2ccccc2C)C1=O (configuration not stated)
    3.0%, 2%, 0%, 12%
- CCCCN(c1ccccc1)c1ncnc2c1cnn2-c1cccc(C)c1
    -1.1%, -4%[10.9 µM], -3%, -6%
- COc1ccc(CCNC(=O)CCn2c(=O)c3ccccc3n(CC(=O)Nc3cc(Cl)ccc3C)c2=O)cc1OC
    -3.8%, u, -2%, 9%
- O=C(CSc1nnc(-c2ccccc2)o1)Nn1cnnc1
    0.7%, -40%[inhibitor], 8%, 5%
- CCOC(=O)/C(C#N)=C\C1=C(N2CCCC2)CC(C)(C)OC1
    x, x, 1%, 8%
- CCc1ccc(NC(=O)c2cc3sc(Cl)cc3n2C)cc1
    -2.4%, -13%[10.9 µM], -8%, u
- Cc1cccc(N2CCN(CCCNc3ncnc4onc(-c5ccc(Cl)cc5)c34)CC2C)c1 (configuration not stated)
    u, -6%[10.9 µM], -11%, -5%

# (next part)
# Values run as follows: IkB signaling, Imprint erasure, p53ts 39C kill, p53ts 32C kill
- CN(Cc1ccccc1)C(=O)C1CCN(S(=O)(=O)c2ccc3c(c2)oc(=O)n3C)CC1
    u, 15%[10.9 µM], -5%, -2%
- COc1ccc(C(OC(=O)c2ccco2)C(=O)NC2CCCCC2)cc1OC (configuration not stated)
    0.9%, 0%, -2%, -4%
- COc1ccc(C2C=C(c3ccc(Cl)c(Cl)c3)Nc3ncnn32)cc1 (configuration not stated)
    u, -12%[10.9 µM], 5%, -2%
- O=C(CS(=O)(=O)Cc1ccccc1)N1CCc2ccccc21
    -2.2%, -14%, 8%, 3%
- O=C(COc1ccc(Cl)cc1)Nc1ccc(-c2nc3ccccc3s2)c(O)c1
    8.1%, -6%[10.9 µM], 47%[activator], 5%
- CCOc1ccc(NS(=O)(=O)c2ccc3[nH]cc(C(=O)N(C)Cc4ccccc4)c(=O)c3c2)cc1
    -2.5%, -12%[10.9 µM], 7%, 16%
- Cn1cc(Cl)c(C(=O)NC2CCCC2)n1
    -0.4%, -11%, 8%, 7%
- COc1ccc(OC)c(NC(=O)CSc2n[nH]c(-c3ccccc3Cl)n2)c1
    u, -2%[10.9 µM], 2%, 10%
- CC(=O)N1CCCC1c1nc2ccccc2n1Cc1ccccc1F (configuration not stated)
    -0.6%, -17%[10.9 µM], -7%, -1%
- O=C(CCNC(=O)Cn1ccc2ccccc2c1=O)NCCN1CCc2ccccc2C1
    -0.7%, -13%, 1%, -6%
- COc1cccc(C(=O)N(Cc2ccc3c(c2)OCO3)Cc2nc3ccccc3c(=O)[nH]2)c1
    -0.8%, -13%, 10%, 5%
- CCC(=O)N1CCc2cc(Br)cc(S(=O)(=O)NCCc3ccc(C)cc3)c21
    1.0%, -9%[10.9 µM], 1%, -4%
- c1c[nH]c(CN2CCN(Cc3ncc[nH]3)CC2)n1
    -1.7%[11.4 µM], -11%[10.9 µM], 16%[9.22 µM], -4%[9.22 µM]
- Cc1nc(SCc2c(F)cccc2Cl)n[nH]1
    0.8%, -1%, 4%, -10%
- O=C(NCC1CCCO1)Nc1cccc(Cl)c1 (configuration not stated)
    -0.8%, -16%, -1%, 5%
